BioA inh – M. tuberculosis BioA enzyme inhibitors, primary screen, biochemical, plate reader, single point, HTS; 7,8-diaminopelargonic acid synthase BioA (Mycobacterium tuberculosis); purified M. tuberculosis BioA enzyme; inhibition, % at 9.99 µM; 360,000 compounds, 0.096% hits; in the data active = inhibition above about 40%
* hit, by the source's call.

COc1cccc(NC(=O)N2C[C@H](O)COC[C@H]3O[C@@H](CC(=O)NC4CCCC4)CC[C@@H]32)c1
  BioA inh: -0.5

COc1ccc(CN(C)C[C@@H]2Oc3ccc(NC(=O)CCN4CCOCC4)cc3CC(=O)N([C@H](C)CO)C[C@H]2C)cc1
  BioA inh: 1.7

CC(=O)N[C@H]1CC[C@@H](CC(=O)NCc2ccc(Cl)cc2)O[C@H]1CO
  BioA inh: -1.7

CO[C@H]1CN(C)C(=O)c2ccc(NC(=O)c3ccccc3F)cc2OC[C@H](C)N(C)C[C@H]1C
  BioA inh: -0.8

COc1ccccc1NC(=O)N1CCCCN2[C@H](CO)[C@H](c3ccc(C#Cc4ccccc4)cc3)[C@@H]2C1
  BioA inh: 0.4

CO[C@@H]1CN(C)C(=O)c2cc(NC(=O)C3CC3)ccc2OC[C@H](C)N(C(=O)c2ccccc2F)C[C@H]1C
  BioA inh: 1.6

C[C@@H]1CCCCO[C@@H](CN(C)S(C)(=O)=O)[C@@H](C)CN([C@H](C)CO)C(=O)c2cc(NS(=O)(=O)c3ccc(Cl)cc3)ccc2O1
  BioA inh: -2.2

CC(=O)NC[C@@H]1[C@H](c2ccc(-c3cccnc3)cc2)[C@H](CO)N1C(=O)C1CCC1
  BioA inh: 34

COCCNC(=O)[C@H]1[C@H](CO)[C@H]2Cn3c(ccc(-c4ccc(F)cc4)c3=O)[C@@H]1N2C
  BioA inh: -1.2

CC(C)NC(=O)Nc1cccc2c1O[C@H](CN(C)Cc1ccncc1)[C@H](C)CN([C@H](C)CO)C2=O
  BioA inh: -4.8

CCC(=O)N1CC[C@@H]2[C@@H](CO)Nc3ccc(-c4ccccc4)cc3[C@@H]21
  BioA inh: 36

Cc1noc(C)c1NC(=O)Nc1cccc2c1O[C@@H](CN(C)Cc1ccc(Cl)c(Cl)c1)[C@H](C)CN([C@@H](C)CO)C2=O
  BioA inh: 2.3

C[C@@H]1CN([C@H](C)CO)C(=O)c2cccc(NC(=O)Nc3ccc4c(c3)OCO4)c2O[C@@H]1CN(C)Cc1ccc(C(F)(F)F)cc1
  BioA inh: 0.8

N#C[C@H]1[C@@H](c2ccc(C3=CCCCC3)cc2)[C@@H](CO)N1C(=O)Cc1ccncc1
  BioA inh: 0.9

C[C@H]1CN([C@@H](C)CO)C(=O)c2cc(C#Cc3ccccc3F)cnc2O[C@H]1CN(C)C(=O)Cc1cccnc1
  BioA inh: 0.3

Cc1ccc(S(=O)(=O)Nc2ccc3c(c2)C(=O)N([C@H](C)CO)C[C@@H](C)[C@@H](CN(C)Cc2ccncc2)O3)cc1
  BioA inh: -1.2

COc1ccc(NC(=O)Nc2ccc3c(c2)C(=O)N([C@@H](C)CO)C[C@H](C)[C@H](CN(C)C(=O)C2CCCCC2)OCCCC[C@@H](C)O3)cc1
  BioA inh: -5.0

O=C(Nc1cc(F)ccc1F)N[C@H]1CC[C@H](CCNC(=O)c2cnccn2)O[C@@H]1CO
  BioA inh: 1.9

C[C@H](CO)N1C[C@H](C)[C@@H](CN(C)CC2CC2)Oc2ccc(NC(=O)CCC(F)(F)F)cc2CC1=O
  BioA inh: -2.9

CC(=O)N(C)C[C@@H]1Oc2cc(-c3cccc(C#N)c3)ccc2S(=O)(=O)N([C@H](C)CO)C[C@H]1C
  BioA inh: 2.3

Cc1noc(C)c1NC(=O)Nc1cccc2c1O[C@H](CN(C)Cc1ccncc1)[C@@H](C)CN([C@@H](C)CO)C2=O
  BioA inh: -1.2

CN(C)CC(=O)Nc1ccc2c(c1)[C@H]1C[C@H](CC(=O)N3CCCCC3)O[C@@H](CO)[C@H]1O2
  BioA inh: 0.2

C[C@H](CO)N1C[C@H](C)[C@@H](CN(C)Cc2ccc(Cl)c(Cl)c2)Oc2ccc(NC(=O)CCN3CCOCC3)cc2C1=O
  BioA inh: 0.3

COc1ccccc1-c1cnc2c(c1)C(=O)N([C@H](C)CO)C[C@H](C)[C@@H](CN(C)CC1CCOCC1)O2
  BioA inh: -3.3

C[C@@H]1CCCCO[C@@H](CN(C)CC2CC2)[C@H](C)CN([C@H](C)CO)C(=O)c2cc(NS(C)(=O)=O)ccc2O1
  BioA inh: -1.5

COc1ccc(S(=O)(=O)Nc2cccc3c2O[C@@H](CN(C)C(=O)Nc2ccc(F)cc2)[C@@H](C)CN([C@@H](C)CO)C3=O)cc1
  BioA inh: -0.4

CC(=O)N1[C@H](C(=O)Nc2ccccc2)[C@@H](CO)[C@@H]2Cn3c(ccc(C4=CCCC4)c3=O)[C@@H]21
  BioA inh: -0.5

C[C@H]1CN([C@@H](C)CO)C(=O)c2cc(C#CC3(O)CCCC3)cnc2O[C@@H]1CN(C)Cc1cncnc1
  BioA inh: 0.6

O=C(C[C@H]1CC[C@H]2[C@@H](COC[C@@H](O)CN2C(=O)Nc2ccc(F)cc2)O1)NCC1CC1
  BioA inh: 0.2

CNC[C@H]1Oc2ccc(NS(=O)(=O)c3cn(C)cn3)cc2C(=O)N([C@H](C)CO)C[C@@H]1C
  BioA inh: 0.9

C/C=C/c1ccc([C@H]2[C@@H](CO)N3CCCCN(C(=O)Cc4cccnc4)C[C@H]23)cc1
  BioA inh: 7.5

COc1cccc(S(=O)(=O)N[C@H]2CC[C@@H](CCNC(=O)Cc3ccncc3)O[C@@H]2CO)c1
  BioA inh: -3.8

O=C(C[C@H]1CC[C@H]2[C@@H](COC[C@@H](O)CN2Cc2cccc(C(F)(F)F)c2)O1)NCc1ccc(F)cc1
  BioA inh: -1.2

CN(C)c1ccc2c(c1)[C@H]1C[C@H](CC(=O)NCc3ccccn3)O[C@H](CO)[C@H]1O2
  BioA inh: -2.3

C[C@H](O)C#Cc1ccc([C@H]2[C@@H](CO)N3CCCCN(CC4CCOCC4)C[C@H]23)cc1
  BioA inh: -0.2

C[C@H]1CN([C@@H](C)CO)S(=O)(=O)c2ccc(C#Cc3ccccc3)cc2O[C@@H]1CN(C)C(=O)Cc1ccccn1
  BioA inh: -4.0

C[C@@H]1CCCCO[C@H](CN(C)C(=O)CCC(F)(F)F)[C@@H](C)CN([C@H](C)CO)C(=O)c2cc(NC(=O)Nc3ccccc3)ccc2O1
  BioA inh: 1.0

C[C@@H]1CCCCO[C@@H](CN(C)Cc2ccc3c(c2)OCO3)[C@H](C)CN([C@@H](C)CO)C(=O)c2cc(NC(=O)Nc3ccc4c(c3)OCO4)ccc2O1
  BioA inh: -0.4

CC(C)NC(=O)N(C)C[C@H]1OCCCC[C@H](C)Oc2ccc(NC(=O)C3CCCCC3)cc2C(=O)N([C@H](C)CO)C[C@@H]1C
  BioA inh: 1.0

CN1C(=O)c2cc(NC(=O)Nc3ccc(Cl)cc3)ccc2OC[C@H]2O[C@H](CC(=O)O)CC[C@H]21
  BioA inh: 1.3

CNC(=O)C[C@@H]1CC[C@H]2[C@@H](COC[C@@H](O)CN2Cc2ccc(C(F)(F)F)cc2)O1
  BioA inh: 1.3

C[C@@H]1CN([C@H](C)CO)C(=O)Cc2cc(NC(=O)CCCN(C)C)ccc2O[C@H]1CN(C)C
  BioA inh: -3.9

COc1ccc(NC(=O)Nc2ccc3c(c2)CC(=O)N([C@@H](C)CO)C[C@H](C)[C@@H](CN(C)S(=O)(=O)c2cn(C)cn2)O3)cc1
  BioA inh: 0.5

CC=Cc1ccc2n(c1=O)C[C@@H]1[C@@H](CO)[C@H](C(=O)N[C@H](C)c3ccccc3)[C@H]2N1CC1CC1 (mixture of isomers)
  BioA inh: -0.1

Cc1ccc(S(=O)(=O)N(C)C[C@@H]2OCCCC[C@H](C)Oc3ccc(NS(=O)(=O)c4ccccc4)cc3C(=O)N([C@@H](C)CO)C[C@@H]2C)cc1
  BioA inh: -1.3

C[C@@H]1CCCCO[C@H](CN(C)C(=O)Nc2cccc3ccccc23)[C@H](C)CN([C@H](C)CO)C(=O)c2cc(NS(=O)(=O)c3ccc(F)cc3)ccc2O1
  BioA inh: -0.2

C[C@H]1CN([C@@H](C)CO)C(=O)c2cc(NC(=O)CCN3CCOCC3)ccc2O[C@H]1CN(C)S(=O)(=O)c1ccccc1
  BioA inh: -0.2

C[C@H]1CN([C@@H](C)CO)C(=O)Cc2cc(NS(=O)(=O)c3ccccc3)ccc2O[C@@H]1CN(C)S(=O)(=O)c1ccc(Cl)cc1
  BioA inh: 5.2

O=C(C[C@H]1CC[C@@H](NS(=O)(=O)c2ccc(F)cc2)[C@H](CO)O1)NCc1ccc(Cl)c(Cl)c1
  BioA inh: 2.9

C[C@H](CO)N1C[C@H](C)[C@@H](CN(C)S(=O)(=O)c2ccc(Cl)cc2)Oc2ccc(NS(=O)(=O)c3cn(C)cn3)cc2C1=O
  BioA inh: -1.1

Molecules listed so far that contain a CF3 group (5):
C[C@@H]1CN([C@H](C)CO)C(=O)c2cccc(NC(=O)Nc3ccc4c(c3)OCO4)c2O[C@@H]1CN(C)Cc1ccc(C(F)(F)F)cc1
  BioA inh: 0.8

C[C@H](CO)N1C[C@H](C)[C@@H](CN(C)CC2CC2)Oc2ccc(NC(=O)CCC(F)(F)F)cc2CC1=O
  BioA inh: -2.9

O=C(C[C@H]1CC[C@H]2[C@@H](COC[C@@H](O)CN2Cc2cccc(C(F)(F)F)c2)O1)NCc1ccc(F)cc1
  BioA inh: -1.2

C[C@@H]1CCCCO[C@H](CN(C)C(=O)CCC(F)(F)F)[C@@H](C)CN([C@H](C)CO)C(=O)c2cc(NC(=O)Nc3ccccc3)ccc2O1
  BioA inh: 1.0

CNC(=O)C[C@@H]1CC[C@H]2[C@@H](COC[C@@H](O)CN2Cc2ccc(C(F)(F)F)cc2)O1
  BioA inh: 1.3

New compounds follow
C[C@@H]1CN([C@@H](C)CO)C(=O)c2cc(C#CCN(C)C)cnc2O[C@H]1CN(C)C(=O)Cc1cccnc1
  BioA inh: 6.6

Cc1ccc(S(=O)(=O)Nc2ccc3c(c2)C(=O)N([C@H](C)CO)C[C@H](C)[C@@H](CN(C)S(=O)(=O)c2ccc(Cl)cc2)OCCCC[C@H](C)O3)cc1
  BioA inh: -0.4

C[C@@H]1CN([C@@H](C)CO)C(=O)Cc2cc(NS(=O)(=O)c3ccc(F)cc3)ccc2O[C@@H]1CN(C)Cc1ccc(Oc2ccccc2)cc1
  BioA inh: 0.2

CCO[C@H]1OC(C(=O)N2CCCC2)=C[C@@H](c2ccc(Br)cc2)[C@@H]1CCCO
  BioA inh: 2.0

C/C=C/c1ccc([C@H]2[C@@H](CO)N(C(C)=O)[C@H]2CN(C)C(=O)c2ccccn2)cc1
  BioA inh: 0.4

CN1C(=O)c2cc(NC(=O)C3CCOCC3)ccc2OC[C@@H]2O[C@@H](CC(=O)NCc3ccc4c(c3)OCO4)CC[C@@H]21
  BioA inh: -2.2

Cn1cnc(S(=O)(=O)N[C@H]2C=C[C@@H](CC(=O)Nc3ccc(-c4ccccc4)cc3)O[C@H]2CO)c1
  BioA inh: -4.6

C[C@@H]1CN([C@@H](C)CO)C(=O)c2cccc(NS(=O)(=O)c3cccs3)c2O[C@H]1CN(C)Cc1ccc(Oc2ccccc2)cc1
  BioA inh: 4.8

C[C@@H]1CCCCO[C@@H](CN(C)S(=O)(=O)c2ccccc2)[C@H](C)CN([C@@H](C)CO)C(=O)c2cc(NS(=O)(=O)c3cn(C)cn3)ccc2O1
  BioA inh: -2.0

CO[C@@H]1CN(C)C(=O)c2cc(NS(=O)(=O)c3cn(C)cn3)ccc2OC[C@H](C)N(C)C[C@@H]1C
  BioA inh: 0.3

CC=Cc1ccc2n(c1=O)C[C@H]1[C@H](CO)[C@@H](C(=O)NC3CCCC3)N(Cc3ccncc3)[C@@H]21 (mixture of isomers)
  BioA inh: -1.7

COc1ccc(NC(=O)N[C@H]2CC[C@H](CCn3cc(-c4ccccc4F)nn3)O[C@H]2CO)cc1
  BioA inh: 0.5

COCC(=O)Nc1ccc2c(c1)C(=O)N(C)C[C@H](OC)[C@H](C)CN(C(=O)Cc1cccnc1)[C@H](C)CO2
  BioA inh: 0.0

C[C@@H]1CCCCO[C@@H](CN(C)Cc2ccccc2)[C@H](C)CN([C@@H](C)CO)C(=O)c2cc(NS(=O)(=O)c3cccs3)ccc2O1
  BioA inh: 1.0

COc1ccc(NC(=O)Nc2cccc3c2O[C@H](CN(C)S(=O)(=O)c2ccc(F)cc2)[C@@H](C)CN([C@@H](C)CO)C3=O)cc1
  BioA inh: -1.6

CO[C@H]1CN(C)C(=O)c2cc(NC(C)=O)ccc2OC[C@H](C)N(C(=O)c2ccccc2)C[C@@H]1C
  BioA inh: -1.2

O=C(C[C@H]1C[C@@H]2c3cc(NC(=O)Nc4ccccc4F)ccc3O[C@@H]2[C@H](CO)O1)NCc1cc(F)ccc1F
  BioA inh: -1.2

COc1ccc(S(=O)(=O)Nc2cccc3c2O[C@@H](CN(C)C(=O)Nc2ccccc2)[C@H](C)CN([C@H](C)CO)C3=O)cc1
  BioA inh: -1.1

COc1ccc(S(=O)(=O)Nc2cccc3c2O[C@@H](CN(C)CC2CC2)[C@@H](C)CN([C@H](C)CO)C3=O)cc1
  BioA inh: -3.1

C/C=C/c1ccc2c(c1)[C@@H]1[C@@H](CCN1C(=O)Cc1cccnc1)[C@H](CO)N2C
  BioA inh: 0.3

C[C@@H]1CN([C@@H](C)CO)C(=O)c2cc(NC(=O)CCC(F)(F)F)ccc2O[C@H]1CN(C)C(=O)Nc1cccc2ccccc12
  BioA inh: -1.4

CC(=O)N[C@H]1C=C[C@@H](CC(=O)NCc2ccc(Cl)cc2)O[C@H]1CO
  BioA inh: -2.1

COc1ccc(NC(=O)N(C)C[C@@H]2OCCCC[C@H](C)Oc3ccc(NS(=O)(=O)c4cn(C)cn4)cc3C(=O)N([C@@H](C)CO)C[C@@H]2C)cc1
  BioA inh: 2.7

C[C@@H]1CCCCO[C@@H](CN(C)Cc2ccc(C(F)(F)F)cc2)[C@H](C)CN([C@@H](C)CO)C(=O)c2cc(NC(=O)Nc3ccccc3)ccc2O1
  BioA inh: -2.8

Cc1ccc(S(=O)(=O)Nc2ccc3c(c2)C(=O)N([C@@H](C)CO)C[C@H](C)[C@@H](CN(C)C(=O)NC2CCCCC2)O3)cc1
  BioA inh: 0.3

Cc1ccccc1-c1cnc2c(c1)C(=O)N([C@H](C)CO)C[C@@H](C)[C@H](CN(C)CC1CCOCC1)O2
  BioA inh: 1.0

COc1ccc(CNC(=O)C[C@@H]2C=C[C@H](NC(=O)Nc3ccc4c(c3)OCO4)[C@@H](CO)O2)cc1
  BioA inh: 2.4

O=C(Nc1ccccc1F)N1CCCCN2[C@H](CO)[C@@H](c3ccc(/C=C/c4ccccc4)cc3)[C@H]2C1
  BioA inh: 5.1

CCC(=O)N(CC)C[C@@H]1[C@@H](c2ccccc2)[C@H](CO)N1C(=O)C1CCC1
  BioA inh: 0.7

Screening results: PubChem, Broad Institute

An excerpt; count on the stated rates, not on these rows.
